Compound activity: PubChem, National Center for Advancing Translational Sciences (NCATS)
G9a block: G9a (human) methyltransferase inhibition. Q96KQ7. G9a H3K9 monomethylation, AlphaScreen, 2 h. Potency, µM (series often up to 102 µM), without a hit: top-dose activity, negative = inhibition, most hits filed as inhibitors. 350,000 compounds, 8.8% hits; also: % is scaled to controls: 0 for no effect and ±100 for the full control effect; nearly all actives have a fitted effect of over 75% in size
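Enzyme 20 nM + cpd, 15 min RT; add b-H3K9 pep 500 nM / SAM 20 uM; 2 h RT; anti-H3K9me1 Ab 0.5 ug/mL + SA donor / anti-rabbit acceptor beads 20 ug/mL each, 10 min; AlphaScreen read.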
POLI inh: blocks human DNA polymerase iota activity; Q9UNA4; Pol iota fluorescent replication assay, 10 min; Potency, µM (series often up to 115 µM), for the others: top-dose activity, negative = inhibition, hits mostly inhibitors; 390,000 compounds, 1% hits
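Fluorescent replication assay read twice, at 0 min and 10 min after adding 50 nM (final) substrate. Enzyme (10 nM) and compounds were first incubated 15 min at room temperature; enzyme-free buffer wells were negative controls.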
BAZ2B inh: inhibitors of human BAZ2B bromodomain; AlphaScreen BAZ2B-H3K14Ac peptide displacement; Potency, µM (series often up to 114 µM), without a hit: at the highest dose activity change, negative = inhibition, actives largely listed as inhibitors; 360,000 compounds, 4.4% hits; Q9UIF8; AID 504333; also: % is scaled to controls: 0 for no effect and ±100 for the full control effect; nearly all actives have a fitted effect of over 60% in size
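In this displacement format the biotinylated H3(5-23) peptide acetylated at Lys14 serves as ligand at 50 nM, with BAZ2B at 50 nM in PBS pH 7.4 containing 0.01% Tween-20. Donor and acceptor beads are 10 ug/mL final.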
Pin1 inh: inhibitors of human Pin1 | Q13526 | Pin1 FP peptide displacement, HiFluor488, 10 min | Potency, µM (top dose mostly 115 µM), without a hit: top-dose activity, negative = inhibition, actives largely listed as inhibitors | 390,000 compounds, 0.009% hits | AID 504891; active = well fitted inhibition curve with a large enough effect in the polarisation, with a control signal flat, not every such curve was filed as active; inconclusive = small, poorly fitted or top-dose-only effect, or effect the other way, or a change in a side signal; inactive = no such curve, though single readings can be large or run the other way; the % refers to the polarisation; also: % is scaled to controls: 0 for no effect and ±100 for the full control effect
Target sequence (Q13526 whole entry, looked up): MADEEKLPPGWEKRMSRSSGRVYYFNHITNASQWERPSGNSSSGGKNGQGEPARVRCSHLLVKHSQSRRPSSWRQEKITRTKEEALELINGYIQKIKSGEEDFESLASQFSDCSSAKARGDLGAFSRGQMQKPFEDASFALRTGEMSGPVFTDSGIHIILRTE
HP1b chromo inh: blocks HP1-beta chromodomain binding to methylated histone tails | P83916 | AlphaScreen HP1-beta / biotin-H3K9me3 peptide binding | Potency, µM (top dose mostly 114 µM), without a hit: top-dose activity change, negative = inhibition, most hits filed as inhibitors | 390,000 compounds, 0.56% hits | AID 540317; also: nearly all actives have a fitted effect of over 70% in size; inactives centre near 23
Target sequence (P83916 whole entry, looked up): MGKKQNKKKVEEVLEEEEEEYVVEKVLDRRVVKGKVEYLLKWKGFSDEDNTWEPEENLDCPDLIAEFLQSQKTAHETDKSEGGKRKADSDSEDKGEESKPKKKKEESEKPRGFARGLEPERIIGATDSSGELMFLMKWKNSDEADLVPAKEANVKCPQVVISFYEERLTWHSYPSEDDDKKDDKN
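Compound inhibition of the preformed complex between 50 nM HP1-beta and 50 nM biotinylated H3K9me3 peptide was read by AlphaScreen. Buffer was PBS pH 7.4 with 0.01% Tween-20. Incubations ran 30 min at room temperature, with 10 ug/mL donor/acceptor beads.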
BLM inh: Bloom syndrome helicase (human) inhibition; P54132; recombinant BLM DNA unwinding, fluorescence dequenching; Potency, µM (highest dose often 56.1 µM), for the others: at the top dose activity change, negative = inhibition, most hits filed as inhibitors; 350,000 compounds, 0.2% hits; AID 2528;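 also: plate controls were vehicle for no effect and no enzyme for full effect; nearly all actives have a fitted effect of over 35% in size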
PGK inhibitor: T. brucei PGK inhibition; 380,000 compounds, 0.043% hits; PGK/GAPDH coupled, Kinase-Glo luminescence, 60 min; Potency, µM (doses to about 57.5 µM), for the others: at the top dose activity change, negative = inhibition, actives largely listed as inhibitors; also: % is scaled to controls: 0 for no effect and ±100 for the full control effect; nearly all actives have a fitted effect of over 60% in size
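Recombinant glycosomal PGK reaction used 1,3-bisphosphoglycerate generated in-well by GAPDH (100nM final) in 100mM TEA pH 7.6, 5mM MgCl2, 0.01% Tween-20. After 60 minutes at room temperature, ATP was read by Kinase-Glo Plus luminescence end-point.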
GLS inhibitor: glutaminase GLS (human) inhibition; 410,000 compounds, 0.21% hits; O94925; Potency, µM (titrated, usually from 45.5 µM), for inactives: at the top dose activity change, negative = inhibition, hits mostly inhibitors; GLS enzymatic activity, qHTS titration; also: % is scaled to controls: 0 for no effect and ±100 for the full control effect
Target sequence (O94925 whole entry, looked up): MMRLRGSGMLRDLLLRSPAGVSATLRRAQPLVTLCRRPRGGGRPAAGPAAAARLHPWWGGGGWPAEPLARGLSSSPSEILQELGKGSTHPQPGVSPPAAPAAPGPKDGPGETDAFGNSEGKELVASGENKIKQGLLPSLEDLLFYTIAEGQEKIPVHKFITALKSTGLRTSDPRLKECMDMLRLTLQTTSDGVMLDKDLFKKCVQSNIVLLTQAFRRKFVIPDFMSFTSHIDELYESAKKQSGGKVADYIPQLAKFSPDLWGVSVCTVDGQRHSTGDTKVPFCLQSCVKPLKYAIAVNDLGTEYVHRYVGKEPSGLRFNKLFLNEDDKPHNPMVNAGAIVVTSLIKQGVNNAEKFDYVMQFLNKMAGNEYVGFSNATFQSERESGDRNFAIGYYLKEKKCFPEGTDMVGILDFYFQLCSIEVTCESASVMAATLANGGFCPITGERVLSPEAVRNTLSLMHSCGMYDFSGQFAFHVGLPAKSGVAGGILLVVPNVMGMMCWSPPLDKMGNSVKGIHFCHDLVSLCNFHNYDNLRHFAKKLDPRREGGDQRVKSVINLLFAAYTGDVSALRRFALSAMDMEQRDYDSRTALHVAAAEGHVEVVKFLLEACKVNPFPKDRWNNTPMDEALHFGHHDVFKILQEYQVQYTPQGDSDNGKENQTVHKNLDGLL
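Coupled fluorescence readout: glutamate oxidase/HRP/Amplex Red detect glutamate formed by hKGA from L-glutamine (1 mM solution added). Buffer 45 mM KH2PO4 pH 8.2, 0.02% Tween-20; reads at t0 and 30 min RT.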
JMJD2A Tudor: inhibitors of human JMJD2A Tudor domain | O75164 | AlphaScreen JMJD2A-Tudor / H3K4me3 peptide binding | Potency, µM (top dose mostly 114 µM), for inactives: at the top dose activity change, negative = inhibition, most hits filed as inhibitors | 390,000 compounds, 4.4% hits | AID 504339; also: % is scaled to controls: 0 for no effect and ±100 for the full control effect; nearly all actives have a fitted effect of over 50% in size
Starred values were filed as active, the others as inactive; i = inactive; u = inconclusive; x = no result given; & = joins results of further samples; ! = not active in a repeat; [ ] = remark or other dose. Unless noted, calls follow the shape of the dose curve; as a rule, active = well fitted curve in the direction sought with a large enough effect; inconclusive = small, poorly fitted or top-dose-only effect, or another doubt; inactive = no such curve, though single readings can be large; an effect the other way counts as inactive or inconclusive. Potency is read from the fitted curve at half-maximal effect. Only part of the results is shown; count on the stated rates, not on these rows.

PGK inhibitor	G9a block	GLS inhibitor	SMILES	JMJD2A Tudor	BLM inh	Pin1 inh	POLI inh	HP1b chromo inh	BAZ2B inh
-3%	16%	0%	O=Cc1ccc(OCc2cccc(C(F)(F)F)c2)cc1O	55%[activator]	-6%	1%	19%	103%[activator]	225%[activator]
-2%	52%[activator][59 µM]	5%	O=C(CSc1nc2c(c(=O)n1-c1ccc(F)cc1)SCC2)N1CCCC1	-13%	2%	10%	-1%	44%[activator]	1%
-3%	-37%[59 µM]	5%	COC(=O)C1=C(C(=O)OC)[C@@H]2N(C)c3ccccc3[C@@]23C[C@@H](C(=O)OC)N(C(=O)c2cccs2)C3=N1	u	0%[12.4 µM]	-3%	-27%	-12%	u
1%	x	10%	COc1ccc(C2=Nn3c(nnc3-c3ccccc3F)SC2)cc1OCC1CC1	u	x	16%	22%	15%	x
-5%	-2%	-10%	Fc1ccc(NC(=S)Nc2ccc(Cl)cc2Cl)cc1	-1%	-11%	11%	21%	15%	-20%
-2%	11%[59 µM]	3%	COc1ccc(C(=O)Nc2cc(NC(=O)c3ccco3)ccc2OC)cc1Cl	7%	0%	5%	-4%	27%	1%
-9%	-9%[0.501 µM]	0%	COc1cccc(C2=CC(=O)C[C@H](c3ccc(F)cc3)C2)c1OC	-6%	x	-7%	5%	70%[activator]	15%
-4%	-44%	13%	Cc1c(NC(=S)NC(=O)c2cccc3ccccc23)cccc1C(=O)O	-3%	-2%	-3%	-7%	25%	-17%
-2%	-20%[59 µM]	-13%	Cc1ccc(S(=O)(=O)N(CC(=O)N2CCc3ccccc3C2)c2ccc(C)c(C)c2)cc1	-22%	-7%	-8%	-26%	28%	-15%
-4%	58%[activator]	8%	Cc1ccc(/C=C/C(=O)OCC(=O)Nc2ccccc2Sc2ccccc2)cc1	0%	-3%	3%	-17%	40%[activator]	19%
0%	50µM*	2%	Cc1oc(-c2ccccc2F)nc1CS(=O)(=O)CC(=O)N1CCN(Cc2ccccc2)CC1	-20%	1%	-9%	-10%	11%	-22%
-4%	2%	0%	COc1ccccc1C(=O)N/N=C1/NC(=O)CC(C(=O)Nc2ccccc2)S1 (stereo unspecified)	6%	0%	2%	-3%[58.9 µM]	41%[activator]	8%
9%	45µM*	0%	O=C1CCCc2c1cc(-c1ccccc1)n2-c1ccccc1	40µM*	-2%	-1%	16%	u	25µM*
-7%	u	17%	O=C(CCCc1nc2ccccc2s1)N1CCN(c2ccccc2)CC1	-20%	-3%	2%	9%	9%	-30%
8%	-49%	6%	O=C(O)/C=C/C(=O)Nc1ccc(SC(F)(F)C(F)(F)C(F)(F)F)cc1	13%	-4%	-4%	5%	57%[activator]	-38%
i	8%	-13%	CN1C(=O)C(C)(C)c2cc(S(=O)(=O)N3CCCC(C(=O)NCc4ccccc4Cl)C3)ccc21 (stereo unspecified)	-26%	-3%	-1%	u	7%	-3%
-4%	-33%	-5%	CCCCn1c(N)c(N(CCOC)C(=O)COc2ccc(C(C)=O)cc2)c(=O)[nH]c1=O	12%	x	2%	0%	20%	-1%
0%	x	-1%	Cc1cccc(NC(=O)COC(=O)[C@@H]2CCCN2C(=O)c2cccs2)c1	-16%	x	-1%	37%[activator]	7%	x
-3%	-1%	1%	Cc1ccc(OCCOC(=O)c2nc3nccc(C)n3n2)cc1	-22%[11.4 µM]	-1%	3%	89%[activator]	-9%	-13%
-3%	u	29%	CC1(C)Cc2noc(N)c2C(C)(C)N1O	32µM*	-1%	-14%	11%	17%	-7%
-1%	11%	-1%	CCOc1ccccc1OCCC(=O)OCC(=O)c1ccc[nH]1	-1%	-8%	1%	3%	41%[activator]	2%
-3%	50µM*	-3%	COc1ccc(Cc2nc(-c3cccs3)no2)cc1OC	-2%	0%	-5%	45%[activator]	36%	0%
-4%	x	7%	Cc1cc(C)n2nc(/C(C#N)=C/c3ccccc3)c(C#N)c2n1	-10%	-2%	11%	32%	18%	-6%
x	7%	7%	CSc1cccc(NC(=O)CC2Oc3ccccc3NC2=O)c1 (stereo unspecified)	-6%	-3%	5%	-6%	25%	-1%
0%	-44%[59 µM]	35%[activator]	Cc1ccc(-n2ncc3c(N4CCN(CCO)CC4)ncnc32)cc1Cl	-13%	3%	-7%	-1%	37%[activator]	-2%
-12%	42%[59 µM]	3%	Brc1cc2c(cc1C1Nc3ccccc3C3C=CCC31)OCO2 (stereo unspecified)	-23%	-7%	-1%	5%	19%	-34%
-2%	u	21%	COc1ccc(-c2[nH]nc3c2C(c2ccc(OC(=O)N4CCOCC4)cc2)C(C#N)=C(N)O3)cc1 (stereo unspecified)	-23%	-4%	5%	u	21%	2%
-8%	4%[59 µM]	3%	Cc1ccccc1NN1C(=O)C=CC1=O	-25%	1%	-2%	-6%	38%	-2%
-2%	106%[activator]	7%	COc1ccccc1[C@H]1C(c2cccc(C)c2)=NN(c2ccccc2)[C@@H]1CO	85%[activator]	-14%[75.6 µM]	43%[activator]	u	165%[activator]	x
i	x	-6%	[C-]#[N+][C@H](O[C@@H]1O[C@H](CO)[C@@H](O)[C@H](O)[C@H]1O)c1ccccc1	-10%	x	-11%	37%[activator]	38%	x
-1%	-9%[2.33 µM]	-5%	COC(=O)[C@@]12CCCN1[C@H](c1ccc(-c3cccc(Cl)c3)cc1)[C@H]1C(=O)N(C)C(=O)[C@H]12	-26%	x	39%[activator]	26%	17%	u
-6%	20%[59 µM]	-17%	CCCn1c(SCC(=O)NC2CCCC2)nnc1-c1cccnc1	0%	0%	2%	42%[activator]	23%	3%
0%	-3%	4%	CNc1nc(C)nc(N/N=C/c2ccccc2)n1	-6%	-2%	-4%	60%[activator]	32%	-17%
7%	133%[activator]	-7%	O=S(=O)(Cc1ccccc1)Oc1ccccc1	50%[activator]	-2%	-2%	7%	67%[activator]	33%
3%	1%	-8%	Cc1ccccc1C1CC(=O)Oc2cc(O)ccc21 (stereo unspecified)	-26%	6%[120 µM]	u	51%[activator]	8%	x
-6%	20%[0.0925 µM]	0%	CCCNC(=O)Cn1cnc2sc(C(=O)Nc3ccc4c(c3)OCO4)c(C)c2c1=O	-9%	-2%	1%	-5%[58.9 µM]	19%	4%
-8%	-21%	10%	CCOc1ccc(NC(=O)N(CCN(C)C)C(C)c2cccnc2)cc1 (stereo unspecified)	-14%	1%	-2%	16%	33%	-11%
-7%	-3%[59 µM]	x	O=c1cc(O)nc(SCc2ccccc2)[nH]1	13%	-6%	-7%	49%[activator]	24%	2%
6%	7%	5%	O=C(Nc1ccccc1NC(=O)c1c(F)cccc1F)c1c(F)cccc1F	-9%	1%	-8%	130%[activator]	4%	0%
i	1%	-4%	Cc1cc(NC(=O)C(C)SCC(=O)Nc2cc(C(F)(F)F)ccc2N2CCCCC2)no1 (stereo unspecified)	-22%	x	15%	-5%	31%	-11%
-5%	u	-1%	Cc1ccc(N2C(=O)CC(Nc3ccc(Cl)c(S(=O)(=O)N(C)C)c3)C2=O)c(C)c1 (stereo unspecified)	0%	-8%	1%	-14%	55%[activator]	-9%
-10%	21%[12.7 µM]	-2%	CCOC(=O)Nc1ccccc1C(=O)Nc1cc(C)cc(C)c1	-7%	-17%	0%	45%[activator]	38%	0%
-1%	-6%[59 µM]	0%	CCc1ccccc1NC(=O)Cn1c(=O)n(-c2ccc(C)cc2)c(=O)c2c1c1cc(C)ccc1n2C	-6%	0%	-3%	6%	15%	-1%
-5%	18µM*	-6%	O=C1CC(SCc2nc3ccccc3[nH]2)C(=O)N1c1ccc(Cl)cc1 (stereo unspecified)	-16%	-3%	11%	26%	43%	0%
8%	-4%[12.7 µM]	-2%	CCCc1c(C)c2ccccc2[nH]c1=O	-9%	-3%	-7%	-12%	18%	10%

A run of entries from the list above, as a working copy:
PGK inhibitor	G9a block	GLS inhibitor	SMILES	JMJD2A Tudor	BLM inh	Pin1 inh	POLI inh	HP1b chromo inh	BAZ2B inh
-3%	-37%[59 µM]	5%	COC(=O)C1=C(C(=O)OC)[C@@H]2N(C)c3ccccc3[C@@]23C[C@@H](C(=O)OC)N(C(=O)c2cccs2)C3=N1	u	0%[12.4 µM]	-3%	-27%	-12%	u
1%	x	10%	COc1ccc(C2=Nn3c(nnc3-c3ccccc3F)SC2)cc1OCC1CC1	u	x	16%	22%	15%	x

The results go on:
PGK inhibitor	G9a block	GLS inhibitor	SMILES	JMJD2A Tudor	BLM inh	Pin1 inh	POLI inh	HP1b chromo inh	BAZ2B inh
4%	-48%[59 µM]	-19%	c1ccc(C2Oc3ccccc3C3CC(c4cccs4)=NN32)cc1 (stereo unspecified)	-23%	-1%	48%[activator]	14%	12%	-7%
2%[11.5 µM]	6%[12.7 µM]	3%	O=C(Nc1ccc2nn(-c3ccccc3)nc2c1)c1cccs1	-5%	5%	u	16%	28%	48%[activator]
2%	-12%[59 µM]	15%	Clc1ccc(CSc2nnc(/C=C/c3ccccc3)o2)cc1	29%	-4%	-6%	13%	36%[activator]	10%
-8%	u	-2%	CCOC(=O)c1[nH]c(C)c(CCC(=O)OC)c1C	-23%	-1%	1%	0%	3%	u
i	56µM*	-8%	N#C/C(=C/c1cn(CC(=O)O)c2ccccc12)C(=O)NCc1ccccc1	-4%	1%	u	50%[activator]	34%	u
8%&7%	56µM*!	-3%&-3%	CCOc1ccccc1NC(=O)c1nc(S(=O)(=O)Cc2cccc(C)c2)ncc1Cl	u	-7%&-2%	10%&4%	8%&-10%	29%&18%	-30%&9%
0%	1%[59 µM]	-8%	O=C(Cn1cc(SCc2cccc(C(F)(F)F)c2)c2ccccc21)N1CCCCCC1	8%	-8%	-1%	18%	64%[activator]	-13%
0%	10%	7%	O=C(NCC(=O)N1CCCC(C(F)(F)F)C1)c1ccccc1Br (stereo unspecified)	-6%	x	-2%	0%	36%	8%
10%	24%[12.7 µM]	-4%	O=C(NCc1ccc2c(c1)OCO2)C12CC3CC(CC(C3)C1)C2	-3%	0%	-5%	23%	29%	6%
-9%	x	6%	CCN(C[C@H]1N[C@@](CC)(C(=O)OC)[C@H]2C(=O)N(Cc3ccccc3)C(=O)[C@@H]12)S(=O)(=O)c1ccc(C(C)(C)C)cc1	-27%	x	18%	-23%	10%	x
